OX1R antag-1: OX1R (HCRTR1) antagonists, primary screen, fluorescence, CHO/OX1R cells, Fluo-8 calcium, orexin A; Orexin/Hypocretin receptor type 1 (Homo sapiens), O43613; Fluo-8 calcium fluorescence; inhibition, % at 5 µM; hit rate 0.43% among 330,000; AID 434989, 2010;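 active = inhibition above its plate's threshold, mean inhibition of all tested compounds on the plate plus 3 SD, cut at about 37% in these data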;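 also: 0% = orexin A challenge wells and 100% = SB-334867-A antagonist wells; not every result past the cut was called active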
Target sequence (O43613 whole entry, looked up): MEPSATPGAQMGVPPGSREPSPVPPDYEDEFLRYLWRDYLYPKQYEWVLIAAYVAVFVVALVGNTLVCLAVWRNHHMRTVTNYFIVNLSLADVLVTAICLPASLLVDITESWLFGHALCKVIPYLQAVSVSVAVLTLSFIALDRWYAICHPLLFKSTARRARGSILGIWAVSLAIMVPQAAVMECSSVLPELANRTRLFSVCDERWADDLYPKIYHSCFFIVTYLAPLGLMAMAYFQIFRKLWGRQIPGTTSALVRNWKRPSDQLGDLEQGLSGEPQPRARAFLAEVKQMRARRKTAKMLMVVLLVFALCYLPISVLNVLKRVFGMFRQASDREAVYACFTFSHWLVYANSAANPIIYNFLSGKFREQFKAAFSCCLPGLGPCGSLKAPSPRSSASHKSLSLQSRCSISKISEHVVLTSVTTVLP
OX1R antag-2: antagonists of human orexin 1 receptor (OX1R); inhibition, % at 6.6 µM; hit rate 1.8% among 330,000; AID 485270, 2010; OX1R-expressing cells, FRET antagonist read-out; in the data active = inhibition mostly above about 38%, no sharp cut-off; inactive = mostly below about 40%;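 also: 0% = agonist challenge alone and 100% = reference antagonist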
* = called active by the depositor. An unsorted share of the library; about 2% have a hit in one of these screens.

SMILES	OX1R antag-1	OX1R antag-2
Cc1c(CC(=O)Nc2ccc(Cl)cc2)sc2ccc(Cl)cc12	-1	25
COc1ccc(CC(=O)Nc2cccc(SC)c2)cc1	-17	8
O=C1/C(=C/c2cccs2)SC(=S)N1CCC(=O)N1CCCCC1CCO (configuration not stated)	17	48*
CCC(C)CNC(=O)c1cccc(OC2CCN(CC(C)(C)C)CC2)c1 (configuration not stated)	-18	6
CNC(=O)COC(=O)c1ccc(Cl)c(S(N)(=O)=O)c1	0	10
CC(C)(C)NC(=O)NC(=O)COC(=O)c1c(F)cccc1Cl	-16	8
O=C(CSCCOc1ccccc1)NCc1ccncc1	-6	1
Cc1cc2nc3n(c2cc1C)CC1CC(C(=O)NCCC(C)C)N(C)C31 (configuration not stated)	-27	26
CCOC(=O)N1CCC(NC(=O)CCc2c(C)nc3c(c(C)nn3C(C)(C)C)c2C)CC1	-22	20
CCOC(=O)c1sc(NC(=O)c2cc3ccccc3o2)nc1C	-35	42
Cc1nnc(SCC(=O)O)s1	-12	6
COC(=O)c1ccc(N2C(=O)CC(Sc3n[nH]c(C)n3)C2=O)cc1 (configuration not stated)	-11	-1
CCOc1ccc2c(c1)n(CO)c(=S)n2CO	-9	3
COc1ccc(/C=C(/NC(=O)c2ccccc2)C(=O)N/N=C/c2cccs2)cc1OC	-12	10
CCOc1ccc(NC(=O)CC2Nc3ccccc3NC2=O)cc1 (configuration not stated)	-7	5
Cc1csc(Sc2ccc([N+](=O)[O-])cc2C(=O)OCC(=O)NC(=O)NC(C)(C)C)n1	-49	3
O=C(CC(Sc1n[nH]c(-c2ccccc2)n1)c1ccccc1)NCc1ccccc1 (configuration not stated)	-16	40
Cc1ccc(CN(C(=O)c2ccc(Cl)c([N+](=O)[O-])c2)C2CCS(=O)(=O)C2)o1 (configuration not stated)	-10	24
CCN(C(=O)Cn1cnc2c(nc3n2CCCCC3)c1=O)c1cccc(Cl)c1	-24	18
O=S1(=O)N=C(N2CCCc3ccccc32)c2ccccc21	-4	25
Cc1ccc(-n2c(SCC(=O)Nc3ncc(Cl)cc3Cl)nc3ccccc32)cc1	-4	4
Cc1noc(/C=C/c2nn(C)cc2Cl)c1[N+](=O)[O-]	-22	24
CCC(CC)c1nnc(NC(=O)c2nc3nc(C)cc(C)n3n2)s1	-14	17
Cc1ccc(SCC(=O)Nc2cccc(C)c2)cc1	-18	14
O=C(CCn1c(=O)oc2ccccc21)Nc1ccccc1	-16	7
Cc1ccc(CN2C(=O)CCC2C(=O)NCCN(CC(C)C)CC(C)C)cc1 (configuration not stated)	-37	14
O=C(Nc1nc2c(F)cccc2s1)c1ccco1	-20	13
O=C(NCc1cccs1)C1CCC(CNS(=O)(=O)c2ccccc2)CC1 (configuration not stated)	1	6
Cc1ccc(CN(C)C(=O)c2cccc(S(=O)(=O)N3CCc4ccccc4C3)c2)o1	-17	6
COc1cc([N+](=O)[O-])ccc1NC(=O)C1CCCN(S(C)(=O)=O)C1 (configuration not stated)	-3	17
Cc1ccc(C)c(NC(=O)c2ccc(N(C)S(C)(=O)=O)cc2)c1	-11	8
Cc1ccc(S(=O)(=O)n2nccc2-c2c(-c3ccccc3)noc2C)cc1	-23	22
Cc1ccccc1C(=O)Nc1ccc(N2CCN(C)CC2)nc1	-15	15
Cc1nn(C2CCS(=O)(=O)C2)c(C)c1CN(C)C(=O)c1ccc(S(=O)(=O)N(C)C)cc1 (configuration not stated)	-19	3
OC12CC3C[C@H](C1)C(N1CCOCC1)[C@@H](C3)C2 (some centres not stated)	6	2
CCO[C@@H]1OC(C(=O)O)=C[C@H](C2CC2)[C@H]1CCCO	0	29
CSc1ccc(S(=O)(=O)N2CCN(Cc3ccc4c(c3)OCO4)CC2)cc1	-20	14
C=CCSc1nc(Oc2ccccc2)c2sccc2n1	-18	37
COc1cc(Br)cc(/C=N/c2ncn[nH]2)c1O	-13	1
c1ccc(OCc2nc(-c3cccs3)no2)cc1	2	7
Cn1c(SCC(=O)C(C)(C)C)nnc1-c1ccc(F)cc1	-15	30
O=C(CN1C(=O)c2ccc([N+](=O)[O-])cc2C1=O)NCc1ccco1	-11	88*
Cc1cc(C(=O)N/N=C/c2c(C)nn(-c3ccccc3)c2Cl)n[nH]1	-13	13
CCOC(=O)Nc1ccc(NS(=O)(=O)c2ccc(C)cc2)cc1	-21	9
NS(=O)(=O)c1ccc(CCNS(=O)(=O)c2cccs2)cc1	-5	35
CCc1nc(SCC(=O)N2CC(=O)Nc3ccccc32)c2c(C)c(C)sc2n1	-20	18
CCOc1ccccc1NC(=O)C(Sc1nnc2ccccn12)c1ccccc1 (configuration not stated)	-6	41*
C=CCNc1oc(C2CCCC2)nc1C#N	1	7
COc1ccc(N2Nc3n[nH]c(N)c3N2)cc1	0	25
Cc1ccc2nc(CSc3nc(C)cc(C)c3C#N)[nH]c2c1	-28	41*
CCC1(c2ccccc2)NC(=O)N(CC(=O)Nc2ccc(S(=O)(=O)N3CC(C)CC(C)C3)cc2)C1=O (configuration not stated)	-5	14
CCCN(CC(=O)Nc1ccc(F)c(F)c1F)C(=O)c1ccc(=O)n(Cc2ccccc2)n1	-35	21
COc1cc(C(C2C(=O)CC(C)(C)CC2=O)C2C(=O)CC(C)(C)CC2=O)cc(OC)c1OC	-21	2
CC(C)N(C1=N/C(=C\c2ccco2)C(=O)N1c1ccccc1)C(C)C	-20	14
CCOC(=O)C1(Cc2cccc(OC)c2)CCN(Cc2cccc(OC)c2OC)CC1	-30	20
CC(C)(C)c1ccc(-c2n[nH]c(=S)n2/N=C/c2ccncc2)cc1	-10	2
O=C(NCC1CCCO1)c1onc(CSc2cccc3ccccc23)c1C(=O)O (configuration not stated)	-7	7
Cc1c(C(=O)N2CCOCC2)sc(NC(=O)Cc2ccccc2)c1C#N	-22	9
CCOC(=O)c1cnc(-n2nc(C)cc2C)nc1N(CC)CC	-22	15
COc1cc(/C=N/NC(=O)CCC(=O)Nc2ccc(C)cc2)ccc1O	-7	3
(list continues)
SMILES	OX1R antag-1	OX1R antag-2
CC(C)NC(=O)NC(=O)COC(=O)c1c2c(nc3ccccc13)CCC2	-29	8
OCc1cc(-c2ccccn2)no1	-13	28
O=C(NCCS(=O)(=O)N1CCN(c2ccccc2F)CC1)c1ccc(Br)cc1	-24	13
CC1(C)OC(C(O)(c2ccccc2)c2ccccc2)[C@@H](C(O)(c2ccccc2)c2ccccc2)O1 (some centres not stated)	-19	14
COc1ccc(-c2oc3ccccc3c2C(=O)OCc2ccc([N+](=O)[O-])cc2)cc1	-13	10
Cc1ccc(S(=O)(=O)Nc2cccc(C(=O)NCc3cccnc3)c2)cc1F	-9	11
Nc1nc2nc(-c3ccccc3)cc(C(F)(F)F)c2s1	-19	0
CC(C)NC(=O)c1onc(CSc2ccccc2F)c1C(=O)O	-19	10
CCCc1nc(SCC(=O)NCC2CCCO2)c2c(=O)n(C)c(=O)n(C)c2n1 (configuration not stated)	-19	1
CC(=O)Nc1cc2c3c(c1)CCN3C(=O)CC2	-10	6
Clc1cccc(Nc2nc(-c3ccncc3)cs2)c1	19	80*
COc1ccc(CNC(=O)COC(=O)c2ccc(C(=O)c3ccccc3)cc2)cc1	-30	4
C=CCNC(=O)C1CCN(S(=O)(=O)c2ccccc2)CC1	-1	26
N#Cc1ccc(N/N=C/c2cn(-c3ccccc3)nc2-c2ccccc2)c([N+](=O)[O-])c1	-8	2
COC(=O)C(O)(CC(=O)Nc1ccc(Cl)cc1F)C(F)(F)F (configuration not stated)	14	25
COC(=O)Cc1ccc(NC(=S)NCCSc2ccc(Cl)cc2)cc1	-14	10
Cn1c(=O)n(Cc2ccccc2Cl)c(=O)c2c1[nH]c(=S)n2C	-20	10
O=C(COC(=O)CC1SC(N2CCCC2)=NC1=O)Nc1c(F)c(F)c(F)c(F)c1F (configuration not stated)	-6	2
O=C(N/N=C/c1ccc([N+](=O)[O-])cc1)c1cccnc1	-18	72*
COc1cc(NC(=O)CSc2nnc3n2C(C)(C)Cc2ccccc2-3)cc(OC)c1	-8	-1
O=C(O)c1cccc(NC(=O)c2ccc(COc3ccc(Cl)cc3)cc2)c1	2	15
COc1ccc(Cl)cc1NC(=S)NNC(=O)c1cccnc1	-8	0
COc1ccc(C)cc1NS(=O)(=O)c1ccc(Br)s1	-2	3
Nc1cccc2c1C(=O)N(C(=O)/C=C/c1ccc(F)cc1)C2=O	-11	17
Cc1ccc(C(=O)NCC(=O)OCC(=O)c2ccc3c(c2)NC(=O)CO3)cc1C	7	26
Cc1ccc(C(=O)Nn2cnnc2)cc1S(=O)(=O)N1CCOCC1	-5	86*
CC(OC(=O)c1ccc(-n2cnnn2)cc1)C(=O)Nc1ccc(F)c(F)c1F (configuration not stated)	-3	-1
CC1(C)CC(=O)C2=C(C1)NC(Nc1nc3ccccc3o1)=NC2c1ccccn1 (configuration not stated)	-21	16
O=C1CC2(CCN(C(=O)c3ccc([N+](=O)[O-])cc3)CC2)Oc2ccccc21	-16	13
O=C(OC1CCOC1=O)c1cc(-c2cccc(Br)c2)nc2ccccc12 (configuration not stated)	-4	40

In a second layout: entries from further up.
molecule,OX1R antag-1,OX1R antag-2
Cc1nnc(SCC(=O)O)s1,-12,6
COC(=O)c1ccc(N2C(=O)CC(Sc3n[nH]c(C)n3)C2=O)cc1 (configuration not stated),-11,-1
CCOc1ccc2c(c1)n(CO)c(=S)n2CO,-9,3
COc1ccc(/C=C(/NC(=O)c2ccccc2)C(=O)N/N=C/c2cccs2)cc1OC,-12,10

The listing picks up, repeating the 6 entries before the break.
SMILES	OX1R antag-1	OX1R antag-2
Cc1ccc(C(=O)NCC(=O)OCC(=O)c2ccc3c(c2)NC(=O)CO3)cc1C	7	26
Cc1ccc(C(=O)Nn2cnnc2)cc1S(=O)(=O)N1CCOCC1	-5	86*
CC(OC(=O)c1ccc(-n2cnnn2)cc1)C(=O)Nc1ccc(F)c(F)c1F (configuration not stated)	-3	-1
CC1(C)CC(=O)C2=C(C1)NC(Nc1nc3ccccc3o1)=NC2c1ccccn1 (configuration not stated)	-21	16
O=C1CC2(CCN(C(=O)c3ccc([N+](=O)[O-])cc3)CC2)Oc2ccccc21	-16	13
O=C(OC1CCOC1=O)c1cc(-c2cccc(Br)c2)nc2ccccc12 (configuration not stated)	-4	40
CC(Oc1ccc(Cl)cc1Cl)C(=O)NCCN1CCOCC1 (configuration not stated)	-16	12
CSC1=C(C#N)C(c2ccc3c(c2)OCO3)C2=C(CCCC2=O)N1 (configuration not stated)	-16	13
O=C(NC1=NCCS1)c1cccc(N2C(=O)c3ccccc3C2=O)c1	0	16
CSC1=NCCN1C(=O)c1cccc(C(F)(F)F)c1	-25	8
COc1ccc(-n2c(=O)cc(N3CCN(c4ccccc4)CC3)[nH]c2=O)cc1	2	0
Cc1cc(C)c2c(N)c(C(=O)N/N=C/c3cccnc3)sc2n1	-19	47*
Cc1cc(-c2ccc(NC(=O)[C@@H]3CCCC[C@@H]3C(=O)O)c(C)c2)ccc1NC(=O)[C@@H]1CCCC[C@@H]1C(=O)O	-13	8
CC(C(=O)NC1CCCC1)N(Cc1ccco1)C(=O)c1snc(C(=O)NC2CCCC2)c1N (configuration not stated)	-24	12
COC(=O)C(N)Cc1ccc(Cl)cc1 (configuration not stated)	-13	9
COC(=O)C1N[C@@H]([C@@H](NC(=O)COc2ccccc2)C(=O)NCc2ccsc2)SC1(C)C (some centres not stated)	-41	21
Cc1cccc(CN2CCC(CNC(=O)CSc3cc(=O)n(C)c4cc(Cl)ccc34)CC2)c1	-16	2
CC(C)(C)NC(=O)NC(=O)COC(=O)CCC1CCCC1	-16	2
COc1ccc(NC(=O)C(=O)NCCCO)cc1Cl	0	1
CCONC(=NC)c1nonc1N	-11	12
COc1ccc(S(=O)(=O)N2CCCCC2)cc1NS(=O)(=O)c1cc(Cl)ccc1Cl	-22	6

Whole records as entered above. Screens in order: OX1R antag-1	OX1R antag-2
Cc1cccc(CN2CCC(CNC(=O)CSc3cc(=O)n(C)c4cc(Cl)ccc34)CC2)c1 is entered as -16	2
COC(=O)C1N[C@@H]([C@@H](NC(=O)COc2ccccc2)C(=O)NCc2ccsc2)SC1(C)C (some centres not stated) is entered as -41	21
CC(Oc1ccc(Cl)cc1Cl)C(=O)NCCN1CCOCC1 (configuration not stated) is entered as -16	12

Next compounds.
SMILES	OX1R antag-1	OX1R antag-2
C=CCn1c(CNc2ccc(C)cc2)nnc1SCC(=O)N/N=C/c1ccc(O)cc1O	-29	3
N/C(=N\OC(=O)CCCN1C(=O)c2ccccc2C1=O)c1ccccn1	-21	33
COc1ccc(C2=CC(c3cc(OC)c(OC)c(OC)c3)NC(=S)N2)cc1 (configuration not stated)	-21	15
CC(=O)N1CCC(C(=O)Nc2ccccc2)(N(Cc2ccccc2)C(=O)c2cccnc2)CC1	-10	18
O=C(CSc1nnc(CNC(=O)c2ccco2)o1)Nc1ccc(Cl)cc1	-11	10
C=CCOn1c(=O)c(-c2ccc(C)cc2)[n+]([O-])c2ccccc21	-19	29
NC1=NC(c2cn(-c3ccccc3)nc2-c2cccs2)n2c(nc3ccccc32)N1 (configuration not stated)	-22	19
O=C(NC1CC2CCCC(C1)N2C(=O)Nc1ccccc1)c1ccccc1 (configuration not stated)	-15	32
CCN1C(=O)c2cccc3c(S(=O)(=O)Nc4ccc(O)c(C(=O)O)c4)ccc1c23	-6	17
CC(=O)Nc1ccc(S(=O)(=O)Nc2nc3c(s2)CCCC3)cc1	-13	21
Cc1csc2ncc(C(=O)NCc3ccco3)c(=O)n12	-6	8
CCOC(=O)c1ccc(NC(=O)c2ccc(NC(=O)c3ccccc3)cc2)cc1	-21	10
CC(=O)c1cc2c(cc1N/C(=N/S(=O)(=O)c1ccc(Br)cc1)c1ccccc1)OCO2	-19	18
CC1(C)CC(=O)C(C=NCCN2CCN(C(=O)c3ccc(Br)cc3)CC2)=C(O)C1	-19	5
O=C(CCSCc1cccc(Cl)c1)NCCc1ccccc1	-31	36
Cc1c(Cl)cccc1NC(=O)CSc1ncnc2c1cnn2CCc1ccccc1	-11	19

Screening data as filed in PubChem BioAssay.
